NTR1 agonist = agonists of NTR1, primary screen, imaging, U2OS cells, beta-arrestin-GFP, high content (AID 493036). activation, % at 20 µM. 330,000 tested, 0.17% active. NTR1-U2OS beta-arrestin-GFP spot imaging, agonist mode;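 active means activation at or above 40% of the spot to cytoplasm intensity ratio, with at least 20 cells analyzed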;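 further: 0% = DMSO without peptide and 100% = 100 nM NTR1 peptide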
Target sequence (P30989 whole entry, looked up): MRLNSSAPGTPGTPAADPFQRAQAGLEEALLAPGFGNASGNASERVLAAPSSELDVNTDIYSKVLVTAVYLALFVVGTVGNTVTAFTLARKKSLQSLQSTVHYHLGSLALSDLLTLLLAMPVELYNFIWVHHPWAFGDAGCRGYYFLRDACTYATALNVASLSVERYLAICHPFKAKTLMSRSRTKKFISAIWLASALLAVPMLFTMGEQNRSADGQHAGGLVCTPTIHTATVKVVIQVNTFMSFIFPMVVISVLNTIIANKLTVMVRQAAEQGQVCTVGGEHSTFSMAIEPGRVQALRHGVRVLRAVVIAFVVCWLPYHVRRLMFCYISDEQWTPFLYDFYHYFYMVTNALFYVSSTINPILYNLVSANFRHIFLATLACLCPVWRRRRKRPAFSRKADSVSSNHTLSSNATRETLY
GPR35 arrestin U2OS = GPR35 antagonists blocking zaprinast-driven arrestin recruitment, primary screen, imaging, U2OS, beta-arrestin-GFP, zaprinast agonist (AID 2058); G-protein coupled receptor 35 (Homo sapiens); U2OS GPR35 beta-arrestin-GFP translocation imaging, zaprinast antagonism; higher % means a stronger effect; one-dose inhibition, % at 10 µM; IC50 in µM for titrated hits; 290,000 tested, 0.052% active;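 active means inhibition of at least 50% with at least 30 cells and total cytoplasm GFP at most 10,000,000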
KOR beta-arrestin-1 = KOR antagonists, beta-arrestin recruitment, cell-based, luminescence, uHTS (AID 1778) | Kappa-type opioid receptor (Homo sapiens) | KOR beta-arrestin recruitment, luminescence, antagonist mode; higher % means a stronger effect | inhibition, % at 10 µM, or IC50 in µM where a hit was titrated | 290,000 tested, 0.091% active; in the data active means inhibition above about 50%; further: strong numbers were not always called active
GPR55 activation = GPR55 agonists via beta-arrestin recruitment, primary screen, imaging, U2OS cells, beta-arrestin-GFP redistribution (AID 1961). activation, % at 10 µM; hits with a dose series show EC50 in µM. 290,000 tested, 0.048% active. U2OS GPR55 beta-arrestin-GFP redistribution imaging; higher % means a stronger effect. G-protein coupled receptor 55 (Homo sapiens);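 active means activation above 40% with more than 50 cells counted in the well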;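 further: U2OS osteosarcoma cells stably expressing GPR55 and beta-arrestin-GFP; plate controls were DMSO negative control for no effect and LPI positive control for full effect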
T cell HTS = modulators of CD8 T cell-vesicle binding, primary screen, mouse 2C CD8+ T cells, flow cytometry; calls only at 7 µM; 330,000 tested, 0.068% active; 2C CD8+ T cell-vesicle binding; hits give low values;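 active means response, share of CD8 T cells binding vesicles, and their 90th percentile fluorescence all below set limits, cut at about 80% in these data, passing the limit was not always enough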
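Also added: QL9-peptide-loaded Drosophila micro-vesicles bearing Ld, ICAM-1 and B7-1; Test system: purified 2C TCR transgenic mouse naive CD8+ T cells; Measured by: cytometric PE anti-B7-1 and Alexa647 anti-CD8 signals after 1% paraformaldehyde fixation; Timing: binding step 1.5 h, 37 °C, antibody labelling 20 min, ice.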
KOR beta-arrestin-2 = KOR agonists, beta-arrestin recruitment, primary screen, cell-based, luminescence, uHTS (AID 1777) | Kappa-type opioid receptor (Homo sapiens) | KOR beta-arrestin recruitment, luminescence; higher % means a stronger effect | activation, % at 10 µM; hits with a dose series show EC50 in µM | 280,000 tested, 0.02% active; in the data active means activation above about 50%, passing the limit was not always enough; further: a part of the inactive calls stands beside numbers as strong as those of hits
West Nile virus CPE = West Nile virus antiviral activity, cell-based, CPE readout (AID 1621). West Nile virus-infected cells, CPE inhibition; higher % means a stronger effect. 290,000 tested, 0.02% active. CPE inhibition, % at 10 µM; hits with a dose series show IC50 in µM; in the data active means a potency from the dose series; further: strong numbers were not always called active
GPR55 antagonists = GPR55 antagonists blocking LPI-driven arrestin recruitment, primary screen, imaging, U2OS, beta-arrestin-GFP, LPI agonist (AID 2013). 290,000 tested, 0.13% active. G-protein coupled receptor 55 (Homo sapiens). inhibition, % at 10 µM; hits with a dose series show IC50 in µM. U2OS GPR55 beta-arrestin-GFP translocation imaging, LPI antagonism; higher % means a stronger effect;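 active means spots per cell inhibited over 60%, with over 100 cells counted and total cytoplasm intensity under 500,000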;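 further: U2OS cells stably carrying GPR55 and arrestin-GFP stimulated by 5 µM LPI near EC80; imaged beta-arrestin-GFP aggregate spots per cell after agonist stimulation; plate controls were LPI-stimulated DMSO wells for no effect and DMSO wells without LPI for full effect; some results filed as inactive read as strong as hits; confirmed hits need IC50 under 10 µM and bright autofluorescent wells are also inconclusive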
Salmonella PhoP GFP = inhibitors of PhoP regulon expression, primary screen, Salmonella Typhimurium, GFP reporter (AID 1863) | S. Typhimurium PhoP-regulated promoter GFP reporter, 4 h; higher % means a stronger effect | inhibition, % at 50 µM; hits with a dose series show IC50 in µM | 300,000 tested, 0.16% active;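 active means inhibition over 29.93%, a cutoff 3 SD above the screen mean, later confirmed by dose response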;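 further: 0% = low Mg2+ inducing control and 100% = high Mg2+ repressing control; strong numbers were not always called active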
T cell HTS vesicle-bound % = second read-out of T cell HTS, no call of its own (marks repeat the call); double positive events, %; measured here: CD8+ vesicle-bound cell fraction;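 binding gate set so that unloaded-vesicle control wells show 10% double positive cells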
NTR1 agonist cell count 20 µM = recorded beside NTR1 agonist, whose call it bears; cell count; measured here: cell count, cytotoxicity flag
* = called active by the depositor; i = inactive; / = not tested or not shown; [ ] = remark or other dose. This is a random part of the collection; any-hit rate near 0.62%.

SMILES | NTR1 agonist | NTR1 agonist cell count 20 µM | GPR35 arrestin U2OS | KOR beta-arrestin-1 | GPR55 activation | T cell HTS | T cell HTS vesicle-bound % | KOR beta-arrestin-2 | West Nile virus CPE | GPR55 antagonists | Salmonella PhoP GFP
Cc1ccc(NCc2nnc(SCC(=O)Nc3ccccc3)n2CC2CCCO2)c(C)c1 (stereo unspecified) | -2.2 | 84 | -4% | 18% | -0.1% | i | 37 | -0.6% | 0.3% | -10% | -13%
Cc1cc(C)c(OCC(O)CN2CCN(C(=O)c3ccccc3)CC2)c(C)c1 (stereo unspecified) | -0.2 | 59 | 6% | 4% | -0.1% | i | 53 | -2.3% | -1.3% | -8% | -3%
O=S(=O)(NC1CC1)c1ccc(S(=O)(=O)N(Cc2ccccn2)C2CCCC2)cc1 | 2.8 | 47 | -4% | -2% | -0.1% | i | 61 | 9.2% | -1.0% | 0% | -1%
CN(C)S(=O)(=O)c1cc(NC(=O)COC(=O)CCSc2ccc(Cl)cc2)ccc1Cl | -0.6 | 52 | 7% | -26% | 0.0% | i | 34 | 3.9% | -0.1% | 9% | -5%
CC(=O)Nc1cccc(NC(=O)COC(=O)CO/N=C(\C)c2ccc3c(c2)OCO3)c1 | -1.6 | 50 | 3% | 8% | -0.1% | i | 4 | 3.6% | 1.2% | 0% | 3%
COc1ccc2sc(SCCCS(=O)(=O)O)[n+](CCCS(=O)(=O)[O-])c2c1 | 0.0 | 72 | 8% | -27% | -0.3% | i | 41 | -6.2% | 0.1% | 13% | -1%
COc1ccccc1C(=O)Nc1sc2c(c1C(=O)NCc1ccco1)CCCC2 | 3.9 | 51 | -4% | -7% | -0.1% | i | 56 | -0.6% | -0.6% | -12% | -4%
CN1CCN(S(=O)(=O)c2ccc(Sc3nnnn3-c3ccccc3)c([N+](=O)[O-])c2)CC1 | 6.0 | 46 | -5% | 4% | 0.1% | i | 16 | 2.2% | -1.7% | 3% | -1%
N#Cc1c(SCC(=O)Nc2ccc(Cl)cc2Cl)sc2c(O)cc(=O)[nH]c12 | -0.1 | 44 | 5% | -14% | -0.2% | i | 52 | -1.4% | -1.2% | 4% | 0%
CCOC(=O)c1c(C)oc2c1c(C=NCC1CCCO1)c(O)c1ccccc12 (stereo unspecified) | / | / | 1% | -20% | 0.2% | / | / | 9.5% | / | 4% | -13%
COc1ccc(C)cc1N(C(=O)c1ccco1)C(C(=O)NC1CCCC1)c1ccc(N2CCOCC2)cc1 (stereo unspecified) | 1.7 | 54 | -18% | 6% | -0.1% | i | 17 | -3.3% | -1.2% | -5% | -1%
COc1ccc(NC(=S)N(CCCN2CCOCC2)Cc2ccco2)cc1 | -1.1 | 68 | 2% | 4% | -0.6% | i | 28 | -3.6% | -0.6% | 12% | 8%
O=C(Nc1ccc(Oc2ccccc2)cc1)C1CCCN(c2ncccn2)C1 (stereo unspecified) | 5.0 | 58 | -8% | -45% | -0.2% | i | 10 | 39% | / | 10% | 11%
O=C1CS/C(=C\[N+](=O)[O-])N1c1ccc(OC(F)(F)F)cc1 | -0.8 | 79 | 4% | -15% | 0.2% | i | 26 | 5.6% | 0.0% | 3% | -4%
Cc1ccc(-n2cc(CNCCc3ncc(C)[nH]3)c(-c3ccc(F)cc3)n2)cc1 | 3.0 | 39 | 24% | -52%[20 µM] | 0.2% | i | 47 | / | -1.6% | 4% | 0%
CC(C)CCN1CCN(Cc2cccc(C(F)(F)F)c2)CC1CCO (stereo unspecified) | 1.2 | 47 | 13% | 12%[20 µM] | 0.0% | i | 23 | -1.4% | -1.3% | 9% | -3%
Cc1ccc(NC(=O)CN(C)S(=O)(=O)c2ccc3[nH]c(=O)oc3c2)c(C)c1 | -0.5 | 54 | 1% | -46% | 0.0% | i | 22 | 0.3% | 0.2% | -16% | -1%
Cc1cc(Cl)ccc1Oc1ccc(C(N)=O)cc1[N+](=O)[O-] | -0.6 | 47 | 12% | 27% | -0.3% | i | 12 | -0.8% | -1.1% | 8% | -2%
Cc1onc(-c2ccccc2)c1C(=O)Nc1sccc1C#N | 0.8 | 37 | 14% | -41% | -0.2% | i | 54 | -3.4% | -0.8% | 13% | -3%
O=c1[nH]cnc2scc(-c3ccc(-c4ccccc4)cc3)c12 | / | / | -5% | -64% | -0.1% | i | 40 | -4.0% | 0.8% | 10% | -4%
O=C(CSc1nnc2n1CCCN2C(=S)Nc1ccc(Cl)cc1)c1ccccc1 | 10 | 81 | -3% | 4% | 0.5% | i | 22 | 4.6% | -0.1% | -6% | 2%
Cc1noc(C)c1COC(=O)c1ccc2ccccc2n1 | -1.7 | 49 | 6% | -46% | 0.0% | i | 44 | 5.0% | -0.1% | -13% | 4%
CCc1ccc(C2=C/C(=C/c3cccnc3)C(=O)O2)cc1 | 3.9 | 63 | 3% | -20% | 18% | i | 47 | 5.9% | 0.9% | 4% | 4%
CC(=O)Nc1ccc(NC(=O)CCCCCN2C(=O)c3ccccc3C2=O)cc1 | 1.4 | 72 | 10% | 7% | -0.1% | i | 35 | -6.5% | -0.3% | 17% | -3%
COc1ccc(C(C)(C)NC(=O)C2CCC(=O)N(C3CCCC3)C2)cc1OC (stereo unspecified) | -2.1 | 46 | 6% | 11% | -0.1% | i | 11 | 1.8% | 0.2% | 21% | -5%

Of the compounds above, these contain a cyano group:
SMILES | NTR1 agonist | NTR1 agonist cell count 20 µM | GPR35 arrestin U2OS | KOR beta-arrestin-1 | GPR55 activation | T cell HTS | T cell HTS vesicle-bound % | KOR beta-arrestin-2 | West Nile virus CPE | GPR55 antagonists | Salmonella PhoP GFP
N#Cc1c(SCC(=O)Nc2ccc(Cl)cc2Cl)sc2c(O)cc(=O)[nH]c12 | -0.1 | 44 | 5% | -14% | -0.2% | i | 52 | -1.4% | -1.2% | 4% | 0%
Cc1onc(-c2ccccc2)c1C(=O)Nc1sccc1C#N | 0.8 | 37 | 14% | -41% | -0.2% | i | 54 | -3.4% | -0.8% | 13% | -3%

Other entries follow:
SMILES | NTR1 agonist | NTR1 agonist cell count 20 µM | GPR35 arrestin U2OS | KOR beta-arrestin-1 | GPR55 activation | T cell HTS | T cell HTS vesicle-bound % | KOR beta-arrestin-2 | West Nile virus CPE | GPR55 antagonists | Salmonella PhoP GFP
O=C(CSc1nnc2c3ccccc3c3ccccc3c2n1)Nc1ccccc1 | 0.9 | 65 | 7% | -4% | 0.2% | i | 18 | 1.6% | / | 27% | 0%
CCN1CC(CN(C)Cc2nc(-c3ccc(C(F)(F)F)cc3)oc2C)CC1=O (stereo unspecified) | 15 | 89 | -4% | -22% | 0.7% | i | 51 | -0.4% | -1.1% | 53% | -7%
COc1ccc(/C=N\NC(=O)c2ccc(=O)[nH]n2)cc1O | -1.1 | 65 | 15% | 15% | 0.6% | i | 6 | -5.6% | 0.4% | -4% | 28%
COC(=O)[C@@H](Cc1c[nH]c2ccccc12)NC(=O)CCC(=O)c1ccc(F)cc1 | -0.2 | 104 | 14% | -26% | -0.1% | i | 54 | -0.2% | 0.0% | -2% | 5%
O=C(NC1CCCc2ccccc21)N[C@@H](Cc1ccccc1)C(=O)O (stereo partly specified) | -0.5 | 52 | 7% | 17% | 0.0% | i | 50 | -3.4% | 0.1% | 10% | 9%
O=C(NC12CC3CC(CC(C3)C1)C2)c1ccco1 | 0.3 | 52 | 13% | 5% | 0.4% | i | 60 | 6.2% | -0.6% | -12% | 1%
COc1ccc(C(C(=O)NC2CCCCC2)N(CC2CCCO2)C(=O)C2COc3ccccc3O2)cc1OC (stereo unspecified) | 1.2 | 79 | -16% | 11% | -0.1% | i | 25 | -1.5% | -0.9% | 11% | 6%
O=C(COc1ccc2c(-c3ccccc3)cc(=O)oc2c1)N[C@@H](Cc1c[nH]c2ccc(O)cc12)C(=O)O | 3.4 | 97 | 0% | -24%[20 µM] | -0.1% | i | 12 | -3.2% | 0.1% | 3% | -4%
COc1ccc(O)c(-c2[nH]ncc2C(=O)c2cccc(C)c2)c1 | -0.7 | 58 | -1% | -2% | 0.0% | i | 43 | -0.3% | -0.6% | 8% | -6%
OCC(O)/C=N/Nc1nc(Nc2ccccc2)nc(Nc2ccccc2)n1 (stereo unspecified) | 2.0 | 98 | 3% | 30% | -0.1% | i | 22 | 1.7% | -0.5% | 9% | 19%
COc1ccc(C2NC(=O)NC(C)=C2C(C)=O)cc1 (stereo unspecified) | -0.7 | 39 | 6% | 12% | -0.3% | i | 57 | 5.1% | 0.2% | 4% | 2%
O=C(C1CCCN(S(=O)(=O)c2ccc(Cl)cc2)C1)N1CCCC1 (stereo unspecified) | -2.2 | 49 | 13% | -12% | 0.3% | i | 27 | -0.4% | -1.1% | -1% | -4%
Cc1cccc(NCc2ccccc2O)n1 | -0.2 | 55 | 8% | -3% | -0.2% | i | 24 | 3.2% | 0.4% | -13% | 24%
CN(C)CCn1c(=S)[nH]c2ccc(Cl)cc2c1=O | -0.2 | 62 | 0% | 4% | -0.6% | i | 34 | -6.4% | -0.4% | 8% | 2%
O=C(NCCCN1CCCCC1)c1ccc2c(c1)ncn2C1CCCC1 | 1.6 | 59 | 4% | -10% | -0.1% | i | 49 | -3.2% | 0.0% | 7% | -9%
COc1cc(/C=N/OCC(=O)Nc2cc(C)on2)ccc1OCc1ccccc1 | 4.5 | 52 | / | -56% | -0.3% | i | 56 | 3.0% | -0.9% | 10% | 11%
CC(=O)NCc1nc2ccccc2n1C(C)C | 0.3 | 72 | 7% | -34% | -0.3% | i | 43 | -2.6% | 0.1% | 3% | 8%

Of the compounds above, 3 contain a nitro group on carbon:
SMILES | NTR1 agonist | NTR1 agonist cell count 20 µM | GPR35 arrestin U2OS | KOR beta-arrestin-1 | GPR55 activation | T cell HTS | T cell HTS vesicle-bound % | KOR beta-arrestin-2 | West Nile virus CPE | GPR55 antagonists | Salmonella PhoP GFP
CN1CCN(S(=O)(=O)c2ccc(Sc3nnnn3-c3ccccc3)c([N+](=O)[O-])c2)CC1 | 6.0 | 46 | -5% | 4% | 0.1% | i | 16 | 2.2% | -1.7% | 3% | -1%
O=C1CS/C(=C\[N+](=O)[O-])N1c1ccc(OC(F)(F)F)cc1 | -0.8 | 79 | 4% | -15% | 0.2% | i | 26 | 5.6% | 0.0% | 3% | -4%
Cc1cc(Cl)ccc1Oc1ccc(C(N)=O)cc1[N+](=O)[O-] | -0.6 | 47 | 12% | 27% | -0.3% | i | 12 | -0.8% | -1.1% | 8% | -2%

Source: PubChem BioAssay (several laboratories)
